TPT1 inhibitor: blocks Candida albicans tRNA 2'-phosphotransferase; recombinant caTPT1, FP RNA substrate dephosphorylation; inhibition, % at 5 µM; 300,000 tested, 0.81% active; AID 1962;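 active = inhibition above the mean of all tested compounds plus 3 SD, set per screening campaign, cut at about 24% in these data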;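 also: plate controls were DMSO alone for no effect and ferristatin control at 100 nM for full effect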
JMJD2C inh: blocks human GASC-1 demethylase activity; 330,000 tested, 0.069% active; AID 2099; GST-JMJD2C(1-420) H3K9me3 demethylation, DELFIA europium; inhibition, % at 2.35 µM;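 active = more than half of a compound's replicate wells show inhibition beyond 50%, single wells judged on their own value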;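 also: signal counts dimethyl H3K9 product captured on neutravidin plate; 0% = median of DMSO wells and 100% = 0.3 times that DMSO median; strong numbers were not always called active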
CTSL1 counter: counter-screen for PFM18AAP inhibitors: inhibitors of F. hepatica cathepsin L1. AID 1906. recombinant F. hepatica cathepsin L1, Z-Leu-Arg-MCA fluorescence. 300,000 tested, 0.49% active. inhibition, % at 5.96 µM;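 active = inhibition above the mean of all tested compounds plus 3 SD, set per screening campaign, cut at about 17% in these data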;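 also: 0% = plate median of test compound wells and 100% = 1 µM Z-Phe-Ala-diazomethylketone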
LYPLA2 inh: blocks human lysophospholipase 2, a PME1 counter-screen; recombinant LYPLA2, FP-Rh probe fluorescence polarization; inhibition, % at 5.9 µM; 320,000 tested, 0.38% active; AID 2177;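 active = inhibition above the screen-wide mean plus 3 SD, limit set per campaign, cut at about 26% in these data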;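 also: 0% = LYPLA2 with DMSO and 100% = wells lacking LYPLA2 enzyme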
Target sequence (O95372 whole entry, looked up): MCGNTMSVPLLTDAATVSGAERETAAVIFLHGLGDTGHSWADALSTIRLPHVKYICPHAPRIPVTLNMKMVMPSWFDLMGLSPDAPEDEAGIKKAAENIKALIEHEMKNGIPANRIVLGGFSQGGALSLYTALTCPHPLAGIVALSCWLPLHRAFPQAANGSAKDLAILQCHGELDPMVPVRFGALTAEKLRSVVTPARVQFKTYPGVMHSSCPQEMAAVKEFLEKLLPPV
HCV core dimer: HCV core protein dimerization inhibition; AID 1899; TR-FRET GST/Flag-core106 dimerization, 1536-well; inhibition, % at 5 µM; 300,000 tested, 0.33% active;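 active = inhibition above the mean of all tested compounds plus 3 SD, set per screening campaign, cut at about 45% in these data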
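System – GST-tagged and Flag-tagged HCV core protein residues 1-106 · Repeats – one well for each compound · Technique – TR-FRET 671 and 617 nm emission · Doses – one concentration, 5 µM, in 0.5% DMSO · Times – 4 h, 22.5 °C incubation · Also added – Eu donor and XL665 acceptor anti-tag antibodies · Measure – percent inhibition of core106 dimerization signal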
PP1 inh: blocks human PP1-alpha phosphatase, a PP5 counter-screen. P62136. AID 2235. purified PP1alpha, OMFP fluorescence. inhibition, % at 6.7 µM. 320,000 tested, 0.9% active;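 active = inhibition above the mean inhibition of all tested compounds plus 3 SD, computed separately for each screening campaign, cut at about 15% in these data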
PP5 primary: PP5 (human) phosphatase inhibition; P53041; purified PP5c, OMFP substrate fluorescence; inhibition, % at 6.7 µM; 320,000 tested, 0.18% active; AID 1987;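 active = inhibition above the campaign's mean inhibition across all tested compounds plus 3 SD, cut at about 9.5% in these data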;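 also: 0% = DMSO only and 100% = 100 µM cantharidin control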
PREPL inhibitor: inhibitors of human prolyl oligopeptidase-like enzyme PREPL | Q4J6C6 | recombinant PREPL, fluorescence polarization activity-based probe | inhibition, % at 5.96 µM | 320,000 tested, 0.68% active; in the data active = inhibition above about 43%;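 also: 0% = enzyme with DMSO and 100% = wells lacking enzyme; many of its hits are not listed in these tables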
Target sequence (Q4J6C6 whole entry, looked up): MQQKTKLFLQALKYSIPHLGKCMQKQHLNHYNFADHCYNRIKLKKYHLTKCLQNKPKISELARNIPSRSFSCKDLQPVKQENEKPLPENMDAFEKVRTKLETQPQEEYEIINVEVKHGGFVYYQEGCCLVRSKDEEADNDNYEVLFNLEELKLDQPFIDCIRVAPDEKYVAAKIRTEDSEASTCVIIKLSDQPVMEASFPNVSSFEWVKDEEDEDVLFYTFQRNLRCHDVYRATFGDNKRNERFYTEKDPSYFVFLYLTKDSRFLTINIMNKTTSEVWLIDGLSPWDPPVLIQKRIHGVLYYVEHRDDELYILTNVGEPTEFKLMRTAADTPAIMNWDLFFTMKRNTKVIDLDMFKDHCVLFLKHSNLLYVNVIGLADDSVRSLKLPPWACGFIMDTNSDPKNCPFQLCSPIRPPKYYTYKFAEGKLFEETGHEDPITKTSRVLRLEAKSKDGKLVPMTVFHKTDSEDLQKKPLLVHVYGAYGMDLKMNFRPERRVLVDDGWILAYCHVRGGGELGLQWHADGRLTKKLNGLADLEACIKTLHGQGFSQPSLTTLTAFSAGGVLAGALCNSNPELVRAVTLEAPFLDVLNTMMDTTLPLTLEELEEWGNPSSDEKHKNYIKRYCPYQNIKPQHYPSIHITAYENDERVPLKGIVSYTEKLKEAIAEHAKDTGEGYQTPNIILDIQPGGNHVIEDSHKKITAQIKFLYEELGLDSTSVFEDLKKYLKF
Efflux pump mplx: inhibitors of Candida antifungal efflux pumps expressed in yeast. AID 485275. S. cerevisiae Candida pump triplex, Nile Red efflux. 330,000 tested, 0.44% active. inhibition, % at 10 µM;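 active = plate passing quality check with inhibition over a set limit, or well fluorescence over plate mean plus 4 SD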;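 also: Nile Red retained in pooled yeast measured as flow cytometry median fluorescence; 0% = buffer negative control and 100% = Enniatin B positive control; higher means more Nile Red kept so more efflux inhibition; some compounds called inactive have numbers as strong as hits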
* hit, by the source's call; x = not tested or not shown. The list is partial (hit frequency here may not be typical).

SMILES	TPT1 inhibitor	JMJD2C inh	CTSL1 counter	LYPLA2 inh	HCV core dimer	PP1 inh	PP5 primary	PREPL inhibitor	Efflux pump mplx
Nc1c(C(=O)NCC2CCCO2)c2nc3ccccc3nc2n1-c1ccccc1 (stereo not given)	2.7	10.9	9.0	-2.4	-0.2	-0.9	1.8	4.3	0.1
Cc1cccc(OC2CCN(Cc3c(C(=O)N4CCCC4)nc4ccccn34)CC2)c1	0.4	-9.3	0.9	0.9	10.3	-3.1	-1.4	6.3	0.2
CCCN(Cc1cc2ccccc2[nH]c1=O)C(=O)c1cccc([N+](=O)[O-])c1	-0.5	-4.7	-3.2	4.9	-1.0	-4.4	-1.2	-17.8	-0.1
Cc1ccc(OCC(=O)Nc2ccc(N3CCN(S(C)(=O)=O)CC3)cc2)cc1C	2.9	-12.6	-2.3	5.2	3.7	-2.3	-1.2	16.7	0.0
COCCNC(=O)COC(=O)c1ccc(S(=O)(=O)N2CCOCC2)cc1	-1.8	6.7	-0.7	-1.0	0.2	0.0	2.1	2.9	-0.1
O=C(NC1CCS(=O)(=O)C1)c1ccc2c(c1)OCO2 (stereo not given)	-2.0	-6.1	-3.9	-0.4	-3.6	-2.6	-1.0	-1.0	-0.1
OCCC1CN(Cc2cn[nH]c2C2CCCCC2)CCN1Cc1ccccc1 (stereo not given)	-1.4	0.2	-3.4	2.1	-3.3	-3.6	0.6	-3.8	0.1
COc1ccc(CNc2nc(NC(C)=O)nn2-c2ccccc2)cc1	1.1	6.0	0.5	-1.5	5.1	-2.8	-0.9	-0.5	-0.2
COc1ccc(Cc2nnc(CCc3ccccc3)s2)cc1	-3.9	2.9	-1.2	3.0	16.1	-0.3	8.2	-3.5	0.2
Cc1cnc(CNC(=O)CC2C(=O)NCCN2Cc2ccccc2C(F)(F)F)cn1 (stereo not given)	-12.2	4.0	0.6	2.4	-4.4	-1.2	0.4	-8.1	0.2
O=C(N/N=C/c1cc2c(cc1Br)OCO2)C1COc2ccccc2O1 (stereo not given)	1.0	-16.2	0.3	5.4	1.5	4.1	1.6	-2.5	-0.2
C=CCNC(=O)c1ccccc1NC(=O)c1ccccc1	1.2	181.7	0.9	0.5	-4.1	0.7	2.4	0.6	0.2
COc1cccc(C2=NOC(C(=O)NCc3cccs3)C2)c1 (stereo not given)	1.8	1.8	-4.5	6.2	5.7	2.6	1.8	5.5	0.1
COc1ccc(CC(=O)N/N=C(\C)c2ccc(Br)s2)cc1	3.8	-5.4	-0.3	2.0	1.0	-0.6	-0.9	0.4	0.1
CCSc1oc(-c2ccco2)nc1S(=O)(=O)c1ccc(C)cc1	2.0	-3.4	-1.7	3.3	4.1	4.5	2.7	11.2	-0.2
Cc1[nH]nc2c1C(c1ccoc1)C(C#N)=C(N)O2 (stereo not given)	-3.0	-14.4	2.6	7.5	4.9	-2.1	-0.4	19.5	-0.1
Cc1ccc(CNC(=O)CCS(=O)(=O)c2ccc(Br)s2)cc1	0.7	-1.9	-1.6	4.4	5.2	-1.9	-2.4	-21.3	-0.1
COc1cc(/C=N/OCC(=O)NC23CC4CC(CC(C4)C2)C3)ccc1OCc1ccccc1	1.4	-3.3	0.8	-7.4	6.4	5.0	4.1	5.1	0.1
COc1ccccc1NC(=O)CCCC(=O)OC(C)C(=O)c1ccccc1 (stereo not given)	-1.4	-3.2	-49.2	-0.8	-2.6	-0.3	0.3	6.2	0.1
Cc1cccc(NC(=O)C(C)OC(=O)c2ccccc2NS(=O)(=O)c2cc(C)c(C)c([N+](=O)[O-])c2)c1 (stereo not given)	-1.9	1.1	0.2	-35.8	29.8	3.7	1.1	2.5	-0.5
S=c1[nH]nc(-c2ccco2)n1Cc1ccccc1	-2.9	-3.6	-3.4	6.8	-7.4	-1.1	1.7	-1.1	-0.1
CC1=C(C(=O)N2CCOCC2)C(c2ccc(-c3ccccc3)cc2)NC(=S)N1 (stereo not given)	2.1	4.0	-1.2	-5.2	0.2	-2.7	-0.4	11.7	0.0
CC(=O)c1cccc(NC(=O)CN(C)S(=O)(=O)c2ccccc2)c1	-1.4	-1.8	-6.1	1.5	-1.6	5.3	0.1	-6.2	-0.1
CCOC(=O)/C(C(N)=NC)=C(\O)c1ccccc1	3.6	-16.8	-0.1	4.0	-1.5	-2.1	-1.2	5.8	0.1
O=C(C1CC1)N1CCc2cc(S(=O)(=O)NCCC3=CCCCC3)ccc21	-3.8	-4.4	-3.9	1.2	17.1	1.1	4.0	-10.1	0.0
Cc1ccc2c(c1)cc(C(=O)NCc1ccccc1)n2C	-0.8	4.6	-1.4	-3.0	-6.3	-4.8	2.0	-5.0	0.2
COc1ccc2[nH]c(=O)c(CN(CC3CCCO3)C(=S)Nc3ccc(C)cc3)cc2c1 (stereo not given)	-2.6	1.6	2.0	8.8	4.8	-0.3	-0.8	14.5	0.0
CCOC(=O)c1sc(NC(=O)Nc2ccccc2F)nc1C	1.8	-6.8	0.5	-2.8	0.4	6.8	-0.2	0.6	-0.3
O=C(Cc1ccsc1)Nc1ccc(Cl)cc1Cl	1.1	45.1	-7.3	3.8	-4.9	2.7	3.3	8.9	0.7
COc1ccc(-c2ccccc2)cc1NC(=O)c1cccs1	1.0	7.7	1.0	-6.4	5.3	2.7	2.8	-5.6	0.0
CCCCNC(=O)/C(C#N)=C/c1ccc(C(=O)OC)cc1	-3.1	16.1	0.4	0.5	3.0	-3.1	3.2	-1.8	0.0
S=C(Nc1ccc(Cl)cc1Cl)NC1CCN(Cc2ccccc2)CC1	-0.4	-1.1	-0.7	5.2	-9.0	2.8	3.9	-6.0	0.2
CCc1ccc(C2(O)CC(C(F)(F)F)=NN2C(=O)Cc2ccc([N+](=O)[O-])cc2)cc1 (stereo not given)	-1.2	-8.0	2.9	0.2	13.2	5.1	3.9	-13.3	-0.1
CC(=O)N1CCC(N(CCN2CCOCC2)C(=S)Nc2cccc(C)c2)CC1	-0.1	-1.8	-1.0	4.1	-7.2	-0.6	3.7	3.8	0.1
Cc1ccc(C(=O)Nc2ncc(C)s2)o1	-4.0	-3.1	2.0	-0.9	-0.8	-2.8	0.1	-0.5	0.0
O=C(c1ccc(Cl)c(S(=O)(=O)N2CCOCC2)c1)N(Cc1nnc(-c2ccccc2Cl)o1)C1CC1	-3.5	2.9	-9.8	7.8	0.1	-1.0	0.8	29.4	-0.1

3 entries already listed, sorted by the value under HCV core dimer, descending.
Molecule	TPT1 inhibitor	JMJD2C inh	HCV core dimer	PP5 primary	PREPL inhibitor	Efflux pump mplx
COc1ccc2[nH]c(=O)c(CN(CC3CCCO3)C(=S)Nc3ccc(C)cc3)cc2c1 (stereo not given)	-2.6	1.6	4.8	-0.8	14.5	0.0
O=C(c1ccc(Cl)c(S(=O)(=O)N2CCOCC2)c1)N(Cc1nnc(-c2ccccc2Cl)o1)C1CC1	-3.5	2.9	0.1	0.8	29.4	-0.1
Cc1ccc2c(c1)cc(C(=O)NCc1ccccc1)n2C	-0.8	4.6	-6.3	2.0	-5.0	0.2

Carrying on:
SMILES	TPT1 inhibitor	JMJD2C inh	CTSL1 counter	LYPLA2 inh	HCV core dimer	PP1 inh	PP5 primary	PREPL inhibitor	Efflux pump mplx
O=S(=O)(NCCOc1ccccc1)c1ccc2ccccc2c1	2.4	-7.3	1.6	6.2	-1.1	0.4	-0.5	-24.2	0.0
CNC(=S)N/N=C/c1cn(CCOc2cccc(OC)c2)c2ccccc12	-2.8	5.4	13.5	15.7	6.2	1.8	1.1	40.3	-0.8
CCN(CC)C(=O)CSc1nnc([C@H](Cc2c[nH]c3ccccc23)NC(=O)OC(C)(C)C)o1	-2.4	120.6	1.9	-0.1	-0.3	-5.8	0.3	19.5	0.1
Cc1ccc(C(=O)c2nccn2C)cc1C	3.5	-11.2	2.7	-2.4	-7.5	0.0	-0.4	19.6	0.1
O=C(NCc1cccs1)c1nn2cccnc2c1Cl	-7.8	0.1	-1.5	0.3	-2.1	0.1	-0.6	3.1	0.1
C=CCn1c(P(=O)(O)c2ccccc2)nc2ccccc21	-0.4	5.4	-3.0	6.1	-5.1	9.9	1.8	7.3	0.0
OCCSc1nc(-c2cccnc2)nc2ccccc12	-0.2	-4.0	-0.2	4.9	3.5	0.9	3.1	-2.0	0.2
Brc1ccc(OCc2nnc3n2CCC3)cc1	0.4	33.0	-0.4	5.6	4.3	-2.7	1.1	-5.6	0.0
CCc1ccc(-c2cc3c(=O)n(CC(=O)N4CCCCCC4)nc(C)n3n2)cc1	0.1	-22.5	-1.1	-0.5	1.2	-2.4	3.0	-12.8	0.0
CCOc1ccc(Nc2nc3ccccc3n3cnnc23)cc1	-0.3	-7.2	0.6	4.9	0.7	-1.5	5.7	30.7	0.4
Cc1ccc(S(=O)(=O)n2cnc3cc([N+](=O)[O-])ccc32)c(C)c1C	-4.5	38.5	-0.8	9.2	-7.7	2.7	2.0	2.1	-0.1
Cc1ccccc1OCC(=O)Nc1ccc(C(N)=O)cc1	2.6	11.4	-1.9	-5.0	0.8	-0.4	-0.1	-1.9	0.0
Cc1ccc(S(=O)(=O)Oc2ccccc2N2C(=O)C3CC=CCC3C2=O)cc1 (stereo not given)	1.6	27.5	0.3	-2.5	-1.5	1.3	3.3	15.6	0.1
COc1cc(-c2nc(-c3ccccn3)no2)cc(OC)c1OC	-2.6	3.3	-2.6	4.2	1.3	1.5	2.7	16.1	0.0
CCOc1ccc(N2CC(C(=O)N3CCCCCC3)CC2=O)cc1 (stereo not given)	0.9	5.0	0.8	3.0	10.8	0.0	3.9	1.2	-0.1
Brc1cc2c(cc1C1Nc3ccccc3C3C=CCC31)OCO2 (stereo not given)	2.6	-21.7	1.8	-2.8	-0.5	-4.4	0.6	6.3	0.1
COc1ccc(C2CC(c3cccs3)=NN2C(=O)COC(=O)c2cc3ccccc3cc2O)cc1OC (stereo not given)	4.3	1.0	0.3	-12.1	32.6	0.1	2.1	-0.8	0.0
Cc1ccc(S(=O)(=O)N2CCCCC2)cc1C(=O)OC1CCCCC1=O (stereo not given)	-2.7	-0.4	5.4	7.3	1.4	-0.7	0.3	26.5	-0.2
c1ccc2[nH]c(SCc3cscn3)nc2c1	-0.9	3.1	0.1	-2.3	-3.4	1.0	2.3	-15.8	-0.1
CCN1/C(=C2/SC(=S)N(NC(C)=O)C2=O)Sc2ccc(Cl)cc21	10.5	2.4	-2.1	3.5	3.0	2.9	2.8	22.1	-0.2
O=C(/C=C/c1ccco1)N1CCN(c2ccc(F)cc2)CC1	-3.6	16.4	9.3	-1.7	-2.2	-2.1	2.4	0.7	0.4
Nc1nc(-c2cccs2)cs1	1.0	-46.6	1.6	-1.0	-0.4	-0.2	6.8	6.9	-0.1
CC(C)(C)n1cnc2cc(NCc3ccc(Br)cc3)ccc21	-1.0	-11.5	-1.9	-22.2	-3.7	1.4	3.8	53.6*	0.1
O=C(c1cccs1)N1CCCN(c2ncnc3scc(-c4ccccc4)c23)CC1	-1.0	2.7	-2.5	4.5	4.0	1.7	-0.2	4.8	0.0
COc1cccc(NC(=O)C(C)OC(=O)c2n[nH]c3ccccc23)c1 (stereo not given)	x	1.5	x	-6.6	x	-0.5	3.7	5.0	0.1
Cc1csc(NC(=O)c2sc3nc(-c4cccs4)ccc3c2N)n1	26.7*	13.6	2.8	-11.7	-0.5	1.2	1.3	14.2	0.2
CCn1ccnc1CN(C)C(=O)CCc1nnc(CCC2CCCCC2)o1	2.1	-10.7	-2.4	-2.0	0.9	-2.2	-0.4	-5.8	0.0
